From PubChem BioAssay
HIV peptide binding: cell-free HIV fusion peptide-binding blockers – biochemical, uHTS, fluorescence dequenching, primary screen (AID 1986); inhibition, % at 20 µM; hits with a dose series show IC50 in µM; cell-free peptide binding, fluorescence dequenching, 30 min; higher % means a stronger effect; hit rate 0.3% among 290,000; in the data active means inhibition mostly above about 52%, no sharp cut-off; inactive means mostly below about 76%; further: some results filed as inactive read as strong as hits
LYP phosphatase: inhibitors of LYP phosphatase, biochemical, fluorescence intensity, uHTS (AID 1779); recombinant LYP phosphatase, fluorescence intensity; higher % means a stronger effect; inhibition, % at 11.5 µM, or IC50 in µM where a hit was titrated; hit rate 0.054% among 290,000;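 further: plate controls were vehicle with enzyme for no effect and no enzyme for full effect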
HEK293 NOD2/NF-kB: inhibition of NOD2-driven NF-kB reporter – cell-based, luminescence, uHTS, HEK293 (AID 1566) | HEK293 NOD2/NF-kB luciferase reporter, luminescence; higher % means a stronger effect | one-dose inhibition, % at 4 µM; EC50 in µM for titrated hits | hit rate 0.63% among 290,000; further: many of its hits are not listed in these tables
XIAP displacement: XIAP antagonists, biochemical, IAP family, fluorescence polarization (AID 1018); displacement, % at 20 µM, or IC50 in µM where a hit was titrated; XIAP BIR domain, fluorescence polarization peptide displacement; higher % means a stronger effect; hit rate 0.007% among 200,000; in the data active means displacement above about 50%; further: a part of the inactive calls stands beside numbers as strong as those of hits
Lipid droplet: hepatic lipid droplet formation modulation; AML12 mouse hepatocytes, oleate lipid droplets, BODIPY imaging; hit rate 0.4% among 240,000; inhibition, % at 6.5 µM;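 active means lipid droplet intensity inhibited by at least 50%, with more than 500 cells counted; inconclusive means wells with under 300 cells, treated as cytotoxic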
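material = mouse AML12 hepatocyte cell line, fixed after treatment | also added = 100 µM oleic acid challenge | doses = compound at 6.5 µM only | schedule = overnight exposure | technique = Image-based BODIPY and DAPI two-channel analysis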
Myeloid diff 2: compounds promoting myeloid differentiation. ER-HoxA9 myeloid progenitors, lysozyme-GFP differentiation, flow cytometry. calls only at 10 µM. hit rate 1% among 360,000. AID 624256;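 active means normalized GFP-positive differentiation at or above the plate's own cutoff, the solvent-only control mean plus 3 SD; inconclusive means no clear call, values can overlap the other calls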;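 further: cells exposed to compound for four days before flow analysis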
AID2073: disruptors of CaV2.2 binding to Mint1 – biochemical, HTRF (AID 2073); hit rate 0.19% among 290,000; inhibition, % at 20 µM, or IC50 in µM where a hit was titrated; HTRF protein-protein interaction, Mint1-CaV2.2; higher % means a stronger effect; in the data active means inhibition mostly above about 51%, no sharp cut-off; inconclusive means no clear call, values can overlap the other calls; inactive means mostly below about 53%; further: some results filed as inactive read as strong as hits
Siah-1 displacement: blockers of Siah-1 interaction with plectin peptide – biochemical, fluorescence polarization, rhodamine-plectin, uHTS, primary screen (AID 1817) | displacement, % at 20 µM, or IC50 in µM where a hit was titrated | Siah-1 / rhodamine-plectin peptide fluorescence polarization; higher % means a stronger effect | hit rate 0.02% among 290,000;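 active means displacement of at least 50% at 20 µM, with a fluorescence ratio check between 0.3 and a set limit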;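 further: plate controls were Siah plus tracer with DMSO for no effect and tracer alone without Siah for full effect; strong numbers were not always called active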
NS5 inhibitors: flavivirus cap methylation enzyme inhibition – biochemical, confirmation dose response, primary screen (AID 588689) | Dengue-2 NS5 methyltransferase capping enzyme assay, biochemical; higher % means a stronger effect | inhibition, % at 25 µM, or IC50 in µM where a hit was titrated | hit rate 0.3% among 340,000; in the data active means a potency from the dose series; inconclusive means inhibition above about 29% without an active follow-up result
Lipid droplet cells 6.5 µM: second read-out of Lipid droplet, no call of its own (marks repeat the call); cell count; measured here: cell count, cytotoxicity flag;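 cells counted across two imaged fields per well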
NS5 inhibitors pilot replicate: also measured in NS5 inhibitors; calls as there; inhibition, %; measured here: pilot screen replicate inhibition
Myeloid diff 2 GFP+ MAC1+ %: second read-out of Myeloid diff 2, no call of its own (marks repeat the call); GFP+ MAC1+ double positive, %; measured here: differentiation confirmed by MAC1 staining
Starred values were filed as active, the others as inactive; i = inactive; ? = inconclusive; . = not tested or not shown; + = active, no number. Unless noted, no stated cut-off is given here; in the data, active means inhibition above about 50%; inactive means the rest. This is a subset (hit frequency here may not be typical).

SMILES	HIV peptide binding	LYP phosphatase	HEK293 NOD2/NF-kB	XIAP displacement	Lipid droplet	Lipid droplet cells 6.5 µM	Myeloid diff 2	Myeloid diff 2 GFP+ MAC1+ %	AID2073	Siah-1 displacement	NS5 inhibitors	others
Cc1cc(/C=N/NC(=O)COc2cccc3cccnc23)c(C)n1-c1ccc(O)cc1	17%	4%	-15%	-8.7%	1	696	i	0.5	30%	83%	-2%
Cc1cc(C(F)(F)F)nn1Cc1n[nH]c(=S)n1-c1ccc(F)cc1	-2.7%	-11%	17%	-10%	0	563	i	0.9	-20%	-1%	-6%
COc1ccc(S(=O)(=O)N2CCN(C(=O)NC3CCCCC3)CC2)cc1OC	-1.6%	3%	8%	-6.3%	-1	749	i	0.8	-5%	-2%	6%
C#CC1CCCCC1NC(=O)Nc1cnccc1C(F)(F)F (centres undefined)	1.8%	-2%	13%	.	-11	706	i	1.0	2%	3%	-5%
Cc1cc(OC(=O)c2cc(Cl)nc3ccccc23)ccc1Cl	-1.3%	4%	1%	4.1%	10	727	i	3.9	-4%	0%	0%	NS5 inhibitors pilot replicate=0.9
O=C(O)COc1ccccc1/C=N/NC(=O)c1cc2ccccc2cc1O	18%	6%	24%	.	-8	736	i	0.3	31%	3%	18%
Cc1ccc(Oc2ccc3c(c2)C(=O)N(c2ccc(S(=O)(=O)Nc4nccs4)cc2)C3=O)cc1	59%	-3%	16%	-4.1%	.	.	i	7.6	10%	32%	-7%
O=C1C2C(C(=O)N1c1ccncc1)C1C=CC2C12CC2 (centres undefined)	0.4%	-1%	0%	-3.0%	.	.	i	0.5	-7%	3%	0%
O=C(CCC1CCCCC1)Nc1c2c(nn1-c1ccc(F)cc1)CS(=O)C2 (centres undefined)	9.1%	-8%	-4%	-2.9%	6	770	i	0.5	-4%	0%	-10%
COC(=O)c1sc(NC(=O)CSc2nncs2)c(C(=O)OC)c1C	3.6%	-2%	16%	-6.5%	14	665	i	0.5	17%	-5%	3%
COC(=O)c1cc(NC(=O)Nc2ccccc2)ccc1Cl	-1.7%	0%	-1%	-13%	28	664	i	0.0	-1%	-8%	-8%
CC(=O)Nc1cccc(/C(C)=N/NC(=O)c2ccc(Cl)cc2Cl)c1	0.3%	-8%	-4%	7.9%	-16	615	i	0.4	28%	-3%	-5%
NC(=O)c1nsc(C(=O)N(CC(=O)NC2CCCCC2)c2ccc(Cl)cc2)c1N	-0.6%	1%	8%	.	-3	752	i	1.4	9%	1%	-7%
CCNC(=S)NNC(=O)c1ccccn1	4.3%	2%	-25%	-4.9%	26	694	i	1.3	-8%	-10%	-3%
O=C(NCc1ccccn1)Nc1cc(Cl)ccc1Cl	-0.5%	3%	-1%	.	-23	654	i	0.3	-4%	2%	-9%
COc1ccccc1NC(=O)C1CCCN(S(=O)(=O)c2cnc[nH]2)C1 (centres undefined)	-2.7%	-8%	1%	-2.6%	.	.	i	2.0	-7%	0%	1%
CN(Cc1ccccc1)C(=O)C1CCN(S(=O)(=O)c2cccc3nonc23)CC1	-1.6%	-4%	14%	.	-1	795	i	2.4	-3%	-2%	-1%
Cc1cccn2c(=O)c3cc(C(N)=S)c(=N)n(CCCOC(C)C)c3nc12	-5.8%	-15%	23%	-1.7%	.	.	+	1.0*	26%	1%	-9%
COC(=O)c1ccc(NC(=O)c2ccc(F)cc2)o1	-1.4%	-6%	13%	-4.9%	.	.	i	0.6	-20%	-4%	-1%
N#CCC(=O)N/N=C\c1cc(Br)ccc1OC/C=C/c1ccccc1	1.4%	0%	-43%	.	5	684	i	3.0	11%	-3%	-1%
O=C(Cn1c(=O)oc2ccccc21)N1CCN(c2ccc(N3CCOCC3)nn2)CC1	2.9%	-11%	13%	-1.3%	.	.	i	1.3	17%	1%	-1%
CNc1oc(-c2ccccc2)nc1S(=O)(=O)c1ccc(C)cc1	1.0%	-2%	-1%	.	-2	656	i	3.8	7%	6%	-6%
N=c1n(CCCOc2ccc(F)cc2)c2ccccc2n1CC(N)=O	-1.6%	-5%	16%	.	-1	720	i	0.1	5%	15%	1%
O=C(NCc1ccccc1)NC(=O)c1ccccc1F	3.0%	-2%	-5%	.	-6	804	i	1.2	5%	2%	-3%
O=C(Nc1ccc(N2CCOCC2)c(Cl)c1)c1c(F)c(F)c(F)c(F)c1F	-1.2%	-6%	4%	0.4%	3	726	i	0.4	33%	2%	-4%
Further results:
SMILES	HIV peptide binding	LYP phosphatase	HEK293 NOD2/NF-kB	XIAP displacement	Lipid droplet	Lipid droplet cells 6.5 µM	Myeloid diff 2	Myeloid diff 2 GFP+ MAC1+ %	AID2073	Siah-1 displacement	NS5 inhibitors	others
CC(=O)NCCSC(=O)c1ccc(F)cc1	1.9%	-5%	-2%	-7.6%	-2	775	i	0.5	1%	2%	-3%
CC(=O)c1cccc(NC(=O)CCCCCn2nnc3ccccc3c2=O)c1	1.1%	-1%	14%	.	-4	820	i	0.2	3%	0%	-1%
CCOc1ccccc1-c1nc(CN2CCC(C(=O)N3CCOCC3)CC2)c(C)o1	-0.8%	-8%	-2%	.	1	835	i	0.0	11%	-6%	-3%
Fc1ccccc1-n1cn[nH]c1=S	0.5%	-1%	-26%	-16%	-8	643	i	0.3	-1%	2%	-5%
CCOc1ccccc1NC(=O)c1ccc(-n2cncn2)nc1	-0.8%	-5%	7%	0.5%	3	719	i	0.3	-12%	9%	-8%
CCN(CC)CCCNc1nc2ccccc2[nH]1	0.4%	-1%	-2%	-2.3%	-11	626	i	1.4	-3%	1%	-1%
CCn1c(CSc2nnc3ccccn23)nc2cc(C(=O)O)ccc21	1.1%	-10%	12%	40%	.	.	i	0.9	12%	101%	23µM*
Nc1c(C(=O)NC23CC4CC(CC(C4)C2)C3)sc2nc3c(c(C(F)(F)F)c12)CCC3	8.2%	3%	-16%	-7.1%	.	.	i	1.0	12%	3%	?
c1cncc(-c2nnc3n2N=C(c2cccs2)CS3)c1	-1.4%	-3%	8%	6.0%	-1	680	i	1.0	-4%	-1%	-10%
COc1ccc(N(CC(=O)NCCc2ccc(OC)c(OC)c2)S(=O)(=O)c2c(C)noc2C)cc1	3.6%	-8%	5%	.	-45	638	i	1.4	3%	2%	1%
COC(=O)CN(C)C(=O)CC1C(=O)NCCN1CC(C)(C)C (centres undefined)	-0.2%	-9%	-9%	-6.7%	-8	649	i	0.4	-8%	0%	14%
O=C(NNC1CC(=O)N(c2ccc(Cl)cc2)C1=O)c1ccco1 (centres undefined)	0.7%	-6%	1%	-1.1%	5	648	i	0.6	11%	3%	1%
O=C(CSc1nc2c(cnn2-c2ccccc2)c(=O)[nH]1)N1N=C(c2cccs2)CC1c1ccc(F)cc1 (centres undefined)	-0.5%	1%	10%	-5.7%	.	.	i	2.5	0%	5%	1%
CCOc1cccc(SCc2noc(C(=O)NCC3CCCO3)c2C(=O)O)c1 (centres undefined)	3.0%	-5%	3%	-4.9%	.	.	i	2.4	0%	2%	-2%
CC1CCc2nc3ccc(S(=O)(=O)N4CCC(C(=O)NCc5ccccc5Cl)CC4)cc3c(C(=O)O)c2C1 (centres undefined)	29%	0%	6%	.	19	749	i	0.6	23%	-2%	2%
CCOc1ccccc1N1C(=O)c2ccc(C(=O)Nc3cccnc3)cc2C1=O	-2.1%	1%	7%	-6.1%	-27	640	i	2.0	-10%	-1%	1%
CC1CN(S(=O)(=O)c2ccc(C(=O)Nc3nccs3)cc2)CC(C)O1 (centres undefined)	0.6%	3%	12%	.	18	757	i	0.4	15%	0%	-11%
Cc1nn(-c2ccccc2)c(C)c1NC(=O)COc1ccc(Br)cc1Cl	-2.3%	2%	36%	-18%	-8	674	i	1.3	10%	15%	-2%
Cc1ccccc1-c1nc(-c2ccc(NC(=O)c3ccc4c(c3)OCO4)cc2)no1	-0.5%	-6%	31%	-1.4%	-1	733	+	5.4*	16%	-8%	9%	NS5 inhibitors pilot replicate=-0.9
CC(=O)Nc1cccc(NC(=O)c2ccc(Br)cc2)c1	0.4%	-6%	-9%	-6.1%	-5	719	i	0.2	6%	1%	.
Cc1nnc(SCC(=O)Nc2nccs2)o1	-1.5%	-11%	13%	.	9	740	i	0.7	3%	5%	1%
COc1cc(O)c2c(=O)c3c(OC)c(O)ccc3oc2c1	6.0%	-2%	19%	-16%	-2	729	i	1.1	0%	-2%	-5%
CC(=O)NC1C(=O)N=C(SCC(=O)Nc2cccc(Cl)c2)NC1=O (centres undefined)	0.8%	-8%	3%	-3.4%	-4	686	i	0.2	-6%	5%	11%
COc1cc2c3c(c1OC)C1(C=CC(=O)C=C1)CC3N(C(=O)c1ccccc1)CC2 (centres undefined)	-1.7%	-5%	20%	-0.4%	.	.	i	2.5	-5%	2%	2%
CCCCN(C(=O)CCC(=O)Nc1cc(C)on1)C(C(=O)NC(C)(C)C)c1ccccc1Cl (centres undefined)	0.2%	-9%	1%	.	37	828	i	0.4	3%	-1%	-5%
Additional structures follow:
SMILES	HIV peptide binding	LYP phosphatase	HEK293 NOD2/NF-kB	XIAP displacement	Lipid droplet	Lipid droplet cells 6.5 µM	Myeloid diff 2	Myeloid diff 2 GFP+ MAC1+ %	AID2073	Siah-1 displacement	NS5 inhibitors	others
Cc1cc(C)c(OCC(=O)N(Cc2cccs2)C2CCS(=O)(=O)C2)c(C)c1 (centres undefined)	0.3%	0%	-11%	.	2	800	i	0.7	-1%	1%	-5%
Cc1ccc(-n2ncc3c(SCc4cccc(C)c4)ncnc32)cc1	0.9%	0%	-10%	-3.0%	8	619	i	0.5	7%	10%	-5%
COc1ccc(CCNC(=O)CC(=O)NCCc2ccc(OC)cc2)cc1	0.9%	-7%	8%	.	-2	818	i	0.5	5%	13%	2%
CCOc1ccc(CCNC(=O)c2nnn(CC(=O)Nc3ccc(C)cc3)c2N)cc1OCC	-2.2%	-4%	11%	.	7	717	?	.	?	6%	-1%
C=CCc1ccc(OCCCCN2CC(C)CC(C)C2)c(OC)c1 (centres undefined)	-0.4%	-7%	-8%	-3.5%	-5	722	i	0.4	6%	14%	-5%
CS(=O)(=O)Nc1ccc(C(=O)NCC2CCCO2)cc1 (centres undefined)	-1.8%	-10%	-6%	-1.5%	22	769	i	0.8	2%	1%	-4%
O=C(NCc1ccccc1)C(=O)Nc1nc(C23CC4CC(CC(C4)C2)C3)cs1	6.8%	3%	-3%	-2.3%	6	640	i	1.1	21%	-1%	-6%
